Peg3 promoter = inhibitors of Peg3 promoter; HeLa PEG-Prom luciferase reporter, luminescence, overnight; inhibition, % at 20 µM; 1.7% of 360,000 active;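 active means inhibition of at least 50% at 20 µM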
NR2E3 ag-1 = agonists of human nuclear receptor NR2E3. Q9Y5X4. GST-NR2E3/biotin-RetCOR TR-FRET, 1536-well. inhibition of corepressor binding, % at 4.78 µM. 0.12% of 320,000 active. AID 2300;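 active means percent inhibition above the cutoff of mean plus 3 SD of all tested compounds, set per screening campaign, cut at about 20% in these data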;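 further: 0% = DMSO wells and 100% = biotin wells as full block of FRET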
Target sequence (Q9Y5X4 whole entry, looked up): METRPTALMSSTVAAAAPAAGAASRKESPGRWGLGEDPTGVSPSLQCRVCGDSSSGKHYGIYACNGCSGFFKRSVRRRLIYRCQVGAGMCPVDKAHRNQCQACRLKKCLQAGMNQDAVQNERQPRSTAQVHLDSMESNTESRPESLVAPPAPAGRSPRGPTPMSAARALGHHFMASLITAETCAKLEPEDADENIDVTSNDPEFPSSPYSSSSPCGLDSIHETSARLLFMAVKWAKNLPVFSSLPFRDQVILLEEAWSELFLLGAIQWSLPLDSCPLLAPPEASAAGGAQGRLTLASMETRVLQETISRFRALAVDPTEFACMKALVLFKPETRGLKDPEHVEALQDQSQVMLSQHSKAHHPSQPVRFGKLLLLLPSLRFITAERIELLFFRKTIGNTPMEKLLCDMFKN
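System: GST-tagged NR2E3 plus biotinylated RetCOR corepressor; Amount: 1.35 nM GST-tagged NR2E3 final; Dosing: single nominal compound dose of 4.8 µM; Schedule: 5 h incubation at 4 °C; Technique: TR-FRET with europium anti-GST and streptavidin-D2, 340 nm excitation; Controls: biotin wells as high control, 0.6% DMSO wells as low control.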
TWEAK Fn14 block = TWEAK-Fn14 signaling inhibition; TWEAK-stimulated Fn14 reporter cells, luciferase luminescence, 8 h; inhibition, % at 10 µM; 2% of 360,000 active; AID 1159606; in the data active means inhibition above about 50%
hiPSC survival = hiPSC single-cell survival enhancement; survival enhancement, % at 20 µM; AID 602274; ATPlite luminescence; 100% = ROCK inhibitor wells, 0% = DMSO; 0.044% of 360,000 active; in the data active means survival enhancement above about 18%;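 further: cells exposed to compounds for 16 hours before the ATP read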
HIF-2a block = HIF-2a inhibition; 0.72% of 360,000 active; 786-0 RCC cells HIF-2a reporter, luciferase luminescence, overnight; inhibition, % at 18.8 µM; AID 624352;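 active means inhibition of the luminescence signal of 40% or more relative to plate controls, in a single-dose primary screen at 18.75 µM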
aDG glyco act = increases alpha dystroglycan glycosylation; Pro5-aDG cells, alpha-DG glycosylation AlphaScreen (IIH6); 0% Pro5, 100% B10-LARGE cell signal; activation, % at 10 µM; 0.22% of 360,000 active; AID 624168;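 active means activation of at least 8% versus controls, or a plate z-score of at least 8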;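 further: Pro5 are CHO cells carrying HIG-tagged alpha-DG that lacks glycosylation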
MITF TRPM1 inh = reduces MITF-dependent TRPM1 promoter luciferase signal; SK-MEL-5 TRPM1 promoter luciferase, 24 h; inhibition, % at 12.5 µM; 0.83% of 330,000 active; AID 488899;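 active means mean inhibition across replicates of 60% or more, whatever share of single replicates reaches that level; inconclusive means some that reach 60%, reason not given; inactive means mean inhibition across replicates below 60%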; further: values of inactives mirror those of a sister screen read the other way
NR2E3 ag-2 = activates human NR2E3 receptor; CHO-S Gal4-NCOR/VP16-NR2E3 two-hybrid, luciferase; inhibition of corepressor binding, % at 3.98 µM; 0.35% of 360,000 active; AID 602229;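 active means inhibition above the mean of all tested compounds plus 3 SD, cut at about 70% in these data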;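 further: 0% = DMSO with NR2E3 transfected cells and 100% = cells lacking NR2E3 construct; higher means lower luciferase signal from less NR2E3 corepressor binding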
KKLEB tox = CF airway cell cytotoxicity counter-screen; KKLEB CF airway cells viability, ATPlite luminescence, overnight; hits give low values; cells stimulated with P. aeruginosa culture filtrate; activity change (cytotoxicity), % at 5 µM; 0.36% of 360,000 active; AID 602141;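 active means corrected activity change at or below -50% at 5 µM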
CF NFkB block = cystic fibrosis NF-kB activation inhibition; inhibition, % at 5 µM; KKLEB NF-kB-GFP reporter, PAF-induced, GFP fluorescence overnight; 0.86% of 360,000 active; AID 588850;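 active means at least 50% inhibition at 5 µM, scaled per plate between neutral and stimulator controls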;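 further: PAF is a Pseudomonas aeruginosa culture filtrate used as stimulus; plate controls were PAF-stimulated DMSO wells for no effect and unstimulated DMSO wells for full effect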
Shn3 inh set2 = reduces Shn3 3'UTR luciferase signal in osteoblasts. Clone20 osteoblast Shn3 3'UTR firefly luciferase, 24 h. inhibition, % at 12.5 µM. 0.52% of 360,000 active;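 active means mean inhibition of at least 75% with every replicate also reaching 75%; inconclusive means mean inhibition at least 75% but some replicate below; inactive means mean inhibition below 75%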;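 further: 0% = median of neutral control wells and 100% = pilot-screen positive control compound; some compounds past the cut are filed as inactive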
Starred values were filed as active, the others as inactive; u = inconclusive; x = no result given.

Each structure is followed by: Peg3 promoter	NR2E3 ag-1	TWEAK Fn14 block	hiPSC survival	HIF-2a block	aDG glyco act	MITF TRPM1 inh	NR2E3 ag-2	KKLEB tox	CF NFkB block	Shn3 inh set2
CCOC(=O)c1n[nH]c2ccccc12
  6	0	-1	-0.8	12	-0.3	-7	-20	7	5	-19
Cc1ccccc1C1N=C2Oc3ccccc3C=C2C(=O)N1 (centres undefined)
  19	x	18	0.1	1	-0.1	x	16	-5	1	1
C/C=C(\C)C(=O)Nc1cccc(C2=NOC3(C2)C[C@H](C(N)=O)N(C(=O)CC#N)C3)c1 (some centres undefined)
  2	0	10	6.4	6	0.2	-9	-15	-10	16	7
CCCCN(C(=O)c1cc2c(s1)CCC2)c1c(N)n(CC(C)C)c(=O)[nH]c1=O
  -4	6	-9	6.6	8	0.3	13	-7	17	-9	0
COc1ccc(S(=O)(=O)N2CCOC2CNC(=O)C(=O)NCCCN2CCOCC2)cc1C (centres undefined)
  17	1	6	0.4	18	-0.4	7	5	-6	9	-10
O=C(NCC(c1cccs1)N1CCOCC1)c1cn(-c2ccccc2)nc1-c1ccccc1 (centres undefined)
  -32	-2	-15	-0.3	-25	0.1	2	-33	18	-18	52
COc1ccc(/C=N/n2c(C)cc(C)cc2=O)cc1
  -126	2	1	0.0	-73	-0.3	-2	-6	-21	6	9
Cc1cc(C)c2c(=O)[nH]n(C3CCOC(C)(C)C3)c2n1 (centres undefined)
  11	-2	-21	1.7	17	-0.2	-4	2	-7	-18	-3
CN(C)C(=O)c1ccc(NC(=O)COc2cccc3c2OC(C)(C)C3)cc1
  12	x	4	-0.1	6	0.0	12	19	0	11	-3
Cc1cc(=O)n2[nH]c(NCc3c(F)cccc3Cl)nc2n1
  2	4	-5	-1.7	13	-0.1	-4	-12	8	5	10

Reprinted from the listing (three entries):
Each structure is followed by: Peg3 promoter	NR2E3 ag-1	TWEAK Fn14 block	hiPSC survival	HIF-2a block	aDG glyco act	MITF TRPM1 inh	NR2E3 ag-2	KKLEB tox	CF NFkB block	Shn3 inh set2
C/C=C(\C)C(=O)Nc1cccc(C2=NOC3(C2)C[C@H](C(N)=O)N(C(=O)CC#N)C3)c1 (some centres undefined)
  2	0	10	6.4	6	0.2	-9	-15	-10	16	7
CCCCN(C(=O)c1cc2c(s1)CCC2)c1c(N)n(CC(C)C)c(=O)[nH]c1=O
  -4	6	-9	6.6	8	0.3	13	-7	17	-9	0
COc1ccc(S(=O)(=O)N2CCOC2CNC(=O)C(=O)NCCCN2CCOCC2)cc1C (centres undefined)
  17	1	6	0.4	18	-0.4	7	5	-6	9	-10

Further structures follow.
Each structure is followed by: Peg3 promoter	NR2E3 ag-1	TWEAK Fn14 block	hiPSC survival	HIF-2a block	aDG glyco act	MITF TRPM1 inh	NR2E3 ag-2	KKLEB tox	CF NFkB block	Shn3 inh set2
O=C(CCN1CCN(c2ccc([N+](=O)[O-])cc2)CC1)c1ccc(Cl)cc1
  24	0	-8	-0.6	14	0.7	7	-16	-5	-9	-6
Cc1nn(-c2ccccc2)c(C)c1C(=O)OCC(=O)NCc1ccco1
  -4	2	-3	9.0	-16	0.2	2	-3	-3	-4	-7
CCc1nnc(NC(=O)c2cccc(S(=O)(=O)N3CCc4ccccc43)c2)s1
  29	3	-6	-0.2	13	0.1	-8	6	-8	-10	-13
COc1ccc(-c2ccnc3nc(N4CCOCC4)nn23)cc1
  18	5	3	1.0	19	-0.4	12	7	-11	7	2
CC(=O)OC1CCC2(C)C(CCC3C4CC=C(C(C)=O)C4(C)OC(=O)CC32)C1 (centres undefined)
  111*	x	102*	-6.0	66*	-0.2	x	31	-14	96*	u
O=C(CNC(=O)c1cccc(F)c1)OCC(=O)N1CCCCC1
  -68	6	-15	-1.6	-52	-0.1	-32	-64	-24	2	-40
Cc1cc(N2CCCCC2)n2ncc(-c3ccc(Cl)cc3)c2n1
  -316	-6	74*	0.9	-170	2.0	-55	-11	-18	13	-51
CC(=O)Nc1ccc(C(=O)COC(=O)CCN2C(=O)C3CC=CCC3C2=O)cc1 (centres undefined)
  0	4	-18	-0.1	8	4.0	1	-10	-12	-13	-1
O=C(NCCN1CCOCC1)C1CCC(=O)N1Cc1ccc(F)cc1 (centres undefined)
  -1	2	4	-1.4	15	3.0	8	-14	-2	5	6
C=CC[C@H](CC(=O)N(CCO)Cc1ccccc1)C(=O)N[C@H](COC(=O)[C@@H](CC=C)Cc1ccc(F)cc1)Cc1c[nH]c2ccccc12
  61*	x	60*	0.3	-11	0.2	3	4	10	14	7
CN(C)C=Nc1nc2ccccc2nc1N1CCCC1
  6	2	4	1.0	-1	-0.3	11	-12	9	11	2
CC(C)C(NC(=O)OC(C)(C)C)C(=O)N1CCCC1C(=O)NC(Cc1ccccc1)C(N)=O (centres undefined)
  0	1	-6	3.4	9	-0.1	22	8	0	-12	-9
COc1cccc(CC2(CO)CCCN(Cc3ccc(OC)c(C)c3OC)C2)c1 (centres undefined)
  -4	4	9	-0.7	20	-0.1	8	-1	-6	-20	19
CC(C)COc1ccc(C(=O)NNC(=O)CCC(=O)c2cccs2)cc1
  -4	x	-15	0.1	-6	0.1	14	-18	14	16	-29
COc1cc2c(cc1OC)CN(Cc1cc(=O)n3cc(C)ccc3n1)CC2
  3	0	2	7.0	4	-0.1	6	-27	-16	14	6
CN(CCCNC(=O)C1CCC(=O)N1Cc1ccc(F)cc1)c1ccccc1 (centres undefined)
  13	-3	-6	-0.9	11	0.0	x	-22	-1	14	18
CC(C)c1ccc(OCC(=O)N2CCN(c3ccccn3)CC2)c(Br)c1
  18	3	-1	0.3	-8	0.1	-1	1	-7	6	-22
O=C(Nc1cc(C(=O)N2CCOCC2)ccc1N1CCCC1)c1cccs1
  -3	2	-4	1.0	10	-0.2	-1	-21	2	8	-19
Cc1ccc(N(C(=O)c2ccccn2)C2(C(=O)NC3CCCC3)CCCCC2)cc1
  -1	-2	-4	1.3	-3	0.0	1	-17	7	-2	19
CN(C)Cc1csc(NC(=O)Nc2cccc(Cl)c2)n1
  -117	x	-30	-2.4	-93	0.5	x	1	2	-12	-22
CN(C(=O)Nc1ccc(C(C)(C)C)cc1)C1CCCCC1
  -27	-1	-7	-0.6	-78	0.1	-27	-23	-2	4	-9
CCc1c(C)sc(NC(=O)c2cc(C3CC3)on2)c1C#N
  -34	0	-14	-2.5	-115	0.3	x	-47	23	-42	-21
CCOc1c2ccc(C(=O)NCc3ccco3)cc2nn1CC
  -1	-1	-5	-0.5	-2	0.1	-7	2	-11	2	-2
CC(C)n1cc(/C=C2\NC(=O)N(c3cccc(Cl)c3)C2=O)c2ccccc21
  30	-2	19	0.1	4	0.3	6	3	-14	12	23
O=C(NN1C(=O)C2C(c3ccccc3)C=CC(c3ccccc3)C2C1=O)c1ccccc1 (centres undefined)
  1	1	15	0.5	21	0.8	1	-4	2	2	5
O=[N+]([O-])c1cc([N+](=O)[O-])c(Oc2ccc(F)cc2)cc1NN1CCCCC1
  4	1	-18	5.2	-3	-0.2	-6	6	-15	43	11
COc1cc(S(=O)(=O)N2CCCCC2)ccc1NC(=O)c1ccc(F)cc1
  19	-2	-4	2.3	3	-0.2	-2	-9	0	-5	2
COc1ccccc1C(=O)Nc1cccc2cccnc12
  -134	0	-19	-0.6	-241	0.1	-13	-74	11	-50	-63
CCOC(=O)N1CCC(NC(=O)Cc2cn(C)c3ccccc23)CC1
  10	3	6	-6.7	9	0.0	7	-7	9	-11	0
COc1ccc(C)cc1S(=O)(=O)N(C)CC(=O)N1CCN(c2ccccc2)CC1
  11	0	2	1.4	18	-0.1	1	-9	-32	11	13
O=[N+]([O-])c1ccccc1SNc1ccccn1
  7	3	6	0.6	25	0.0	11	-35	-8	26	-10
O=C(CCn1c(=O)[nH]c2ccsc2c1=O)N(CCc1ccccc1)Cc1ccccc1
  15	0	9	-2.7	14	0.2	2	12	6	-10	50
Cc1c(NC(=O)CN2C(=O)NC(C)(c3ccccc3)C2=O)c(=O)n(-c2ccccc2)n1C (centres undefined)
  4	3	18	7.1	7	0.1	7	-28	5	-7	-3
OCC1CSC(=S)N1Cc1ccccc1 (centres undefined)
  -1	x	-5	-0.8	6	0.1	x	11	-7	-2	-14
NC(=O)Cn1c(=O)n(CCC(=O)Nc2ccc(F)cc2)c(=O)c2sccc21
  5	-1	0	-0.2	0	-0.3	-5	-9	-8	3	-2
CCN1CCCC1CN(Cc1cc2ccc(C)cc2[nH]c1=O)C(=S)Nc1ccc(F)cc1 (centres undefined)
  5	0	5	-0.4	-12	-0.1	8	-7	-6	13	4
Cc1ccc(CNC(=S)N(C)C)cc1
  8	2	7	0.6	12	0.4	2	-32	0	-8	x
O=c1c(-c2ccccc2)cocc1-c1ccccc1
  -242	x	-1	-0.5	-194	0.2	x	-47	-18	34	-23
Cc1ccc(C(=O)NNC(=S)NC(=O)c2ccc(Cl)cc2Cl)cc1
  5	2	-31	0.8	11	0.4	-9	54	5	13	2
CC(C)(O)CN(CCCNC(=S)Nc1ccccc1)C(=S)Nc1ccccc1
  4	x	5	2.6	1	0.0	-1	-39	5	-3	17
COc1ccc(NC(=O)CSc2nnc(C3CCCCC3)n2N)cc1OC
  -4	4	9	-0.5	9	0.0	6	-11	16	3	-1
O/N=C/c1ccn(-c2ccc(Br)cc2)c1
  -219	1	18	0.7	-248	-0.6	-52	-17	0	-7	-41
CC(C)CNC(=S)N1CCC(Cc2ccccc2)CC1
  11	x	-31	-0.2	-3	0.0	13	20	5	8	29
Cc1ccc(C(=O)NC2CCN(C(=O)N3CCOCC3)CC2)cc1
  1	3	-10	1.5	12	-0.2	3	5	1	-5	1
CSCCC(NC(=O)c1ccco1)C(=O)N1CCCC(C(F)(F)F)C1 (centres undefined)
  7	9	-5	-0.5	8	0.1	-2	-26	9	-1	21
CC(C)c1ccc(S(=O)(=O)Nc2ccc(O)c(Sc3ncn[nH]3)c2)cc1
  12	x	2	1.1	14	0.9	9	-1	4	23	24
CC(C)(C)OC(=O)N1CCCN(C(=O)Nc2ccc(OC(F)(F)F)cc2)CC1
  14	-2	0	-0.7	21	0.4	-3	5	2	-4	14
CC(C)[C@@H]1NC(=O)c2cc([N+](=O)[O-])cc(I)c2OCC[C@@H](C(N)=O)NC(=O)[C@H](CCC(=O)O)NC1=O
  18	5	3	-1.7	9	-0.1	-11	0	2	1	-5
CCOC(=O)c1cccc(N/C=C/C(=O)c2ccc(OC)c(OC)c2)c1
  -165	4	9	-3.3	-63	-0.2	-29	-192	-8	14	x
CN(C)CCNC(=O)c1ccc2c(=O)n(Cc3ccc(Cl)cc3)c(=S)[nH]c2c1
  28	-2	-29	0.3	0	0.1	-14	-26	1	12	-8
CCOC(=O)C1CCCN(C(=O)COC(=O)c2cccs2)C1 (centres undefined)
  -55	x	12	-0.5	-13	0.0	-22	7	-4	8	-30
